From PubChem BioAssay
PolyA inh: blocks polyadenylation in yeast reporter cells; S. cerevisiae SKY197-pL101 polyadenylation reporter, beta-gal luminescence; efflux-impaired pdr1/pdr3 knockout yeast; score 100 = 6 SD above DMSO; calls only at 12 µM; hit rate 0.02% among 300,000;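 active = lowest replicate activity score at least 50, where 100 means six control SD above control mean; inconclusive = lowest score under 50 but half or more replicates reach 50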;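 also: yeast exposed to compound for 9 h at 30 °C; higher score means more reporter readthrough which indicates perturbed polyadenylation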
TRPC4 act: activators of mouse TRPC4 channel | Q9QUQ5 | HEK293 TRPC4beta/mu-opioid, Fluo4 calcium fluorescence; stronger effect = higher value | B-score at 10 µM | hit rate 0.49% among 310,000;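 active = B-score above 5 SD of library B-scores, and initial fluorescence ratio not above library mean plus 5 SD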;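 also: positive B-score marks a calcium rise read as TRPC4 activation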
Target sequence (Q9QUQ5 whole entry, looked up): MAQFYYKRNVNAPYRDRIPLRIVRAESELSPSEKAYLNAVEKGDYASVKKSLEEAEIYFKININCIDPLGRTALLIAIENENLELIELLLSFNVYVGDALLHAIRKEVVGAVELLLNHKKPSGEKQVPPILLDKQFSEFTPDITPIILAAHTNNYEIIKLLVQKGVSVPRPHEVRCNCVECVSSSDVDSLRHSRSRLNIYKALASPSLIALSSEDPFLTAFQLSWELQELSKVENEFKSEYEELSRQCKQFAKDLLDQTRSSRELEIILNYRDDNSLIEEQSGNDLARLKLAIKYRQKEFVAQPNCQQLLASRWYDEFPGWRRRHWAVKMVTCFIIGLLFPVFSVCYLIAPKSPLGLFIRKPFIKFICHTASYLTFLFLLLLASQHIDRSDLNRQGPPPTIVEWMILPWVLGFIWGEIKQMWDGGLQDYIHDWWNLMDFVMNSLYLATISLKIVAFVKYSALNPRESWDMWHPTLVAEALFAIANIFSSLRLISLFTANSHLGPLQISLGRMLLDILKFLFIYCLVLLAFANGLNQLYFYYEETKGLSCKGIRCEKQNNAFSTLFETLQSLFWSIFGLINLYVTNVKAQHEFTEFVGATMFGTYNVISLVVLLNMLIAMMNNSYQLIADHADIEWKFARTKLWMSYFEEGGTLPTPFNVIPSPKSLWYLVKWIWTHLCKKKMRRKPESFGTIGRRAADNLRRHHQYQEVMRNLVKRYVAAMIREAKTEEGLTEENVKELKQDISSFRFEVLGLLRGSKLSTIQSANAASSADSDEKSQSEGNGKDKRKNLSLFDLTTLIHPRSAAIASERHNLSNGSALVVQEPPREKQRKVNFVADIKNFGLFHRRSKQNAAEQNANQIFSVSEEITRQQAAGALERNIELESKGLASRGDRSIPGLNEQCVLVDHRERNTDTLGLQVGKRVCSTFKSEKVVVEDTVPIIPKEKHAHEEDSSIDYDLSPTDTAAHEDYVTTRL
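Assay system – TRPC4beta and mu-opioid receptor HEK293 stable cells · Measured by – Fluo4 fluorescence, kinetic · Schedule – dye loading 45 min room temperature, 110 s kinetic read · Read-out – B-scored integrated calcium fluorescence ratio · Controls – buffer and maximal DAMGO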
KCNK9 block: blocks the human KCNK9 two-pore domain potassium channel | HEK293 KCNK9, FluxOR thallium flux fluorescence; stronger effect = lower value | B-score at 10 µM | hit rate 1.2% among 310,000;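 active = ratio B-score over 3 SD below the library mean, with starting fluorescence within 5 SD of its mean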;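 also: negative B-score means less thallium flux so channel inhibition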
DYRK1A inh: blocks rat Dyrk1A kinase activity; Q63470; ADP-Glo luminescence, NFATc1 peptide; inhibition, % at 12.5 µM; hit rate 0.43% among 310,000; AID 504441; in the data active = inhibition above about 50%;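 also: plate controls were vehicle with enzyme for no effect and no enzyme for full effect; many of its hits are not listed in these tables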
TRPC4 PAM: allosteric potentiators of mouse TRPC4 channel. Q9QUQ5. HEK293 TRPC4beta/mu-opioid, DAMGO EC20, Fluo-4 Ca2+ flux; stronger effect = higher value. B-score at 10 µM. hit rate 0.42% among 310,000. AID 2227;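 active = B-score of calcium response area above 5 SD of library B-scores, with initial fluorescence ratio within 5 SD of library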;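 also: B-score of integrated fluorescence ratio over time as area under calcium response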
hERG protect: hERG (human) protection from proarrhythmic block; CHO-hERG, FluxOR thallium flux, dofetilide IC70 present; hit rate 0.51% among 310,000; activation (rescue from dofetilide block), less the hit threshold, % at 10 µM; Q12809;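 active = activation above the mean of controls blocked by dofetilide plus 5 SD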;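 also: thallium influx through hERG after potassium depolarization seen as dye fluorescence rise; in these data hits start at about 4.7%; inactives centre near -7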
KCNK3 inh: human KCNK3 channel inhibition, primary screen; hit rate 0.84% among 340,000; CHO-KCNK3 thallium flux, FluxOR fluorescence; stronger effect = lower value; B-score at 10 µM; O14649;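 active = B-score under library mean minus 4 SD, starting fluorescence ratio at most library mean plus 5 SD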;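 also: more negative B-score means stronger inhibition of thallium flux through KCNK3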
KCNQ1 block: inhibitors of human KCNQ1 potassium channel; P51787; CHO-K1 KCNQ1, FluxOR thallium flux fluorescence; stronger effect = higher value; B-score at 10 µM; hit rate 1.3% among 310,000; AID 2642;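 active = compounds whose thallium flux B-score, printed positive for inhibition, exceeds three library SD while starting fluorescence stays within three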;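 also: channel opened by potassium depolarization with thallium stimulus after 20 min compound exposure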
TRPC4 inh: TRPC4 (mouse) channel inhibition; AID 2247; Q9QUQ5; B-score at 10 µM; hit rate 0.39% among 300,000; HEK293 TRPC4beta/mu-opioid, DAMGO-evoked Fluo4 calcium flux; stronger effect = lower value;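 active = B-score over 3 SD under the library average, no early fluorescence shift, positive overall ratio signal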
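Assay system: HEK293 cells with stable TRPC4beta plus mu-opioid receptor expression. Dosing: single dose. Measured by: Fluo4 Ca2+ flux fluorescence. Also added: DAMGO in two steps, submaximal then maximal. Read-out: B score from integrated Fluo4 fluorescence ratio.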
KCNQ1 pot: human KCNQ1 channel potentiation or activation. P51787. CHO-K1 KCNQ1, thallium flux FluxOR fluorescence; stronger effect = higher value. B-score at 10 µM. hit rate 0.35% among 310,000;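 active = fluorescence ratio B-score, a plate-corrected score, at least three library SD, with initial intensity B-score within 5 SD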
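Assay system: CHO-K1 cells stably expressing KCNQ1; Medium: assay buffer with matched DMSO; Also added: K+/Tl+ depolarizing stimulus; Dosing: single dose; Timing: dye 90 min, compound 20 min, room temperature; Measured by: kinetic FluxOR thallium fluorescence, 10-s 1-Hz baseline, 110-s post-stimulus read; Read-out: peak-minus-minimum fluorescence over initial fluorescence, negative-control normalized, B-scored.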
Platelet DG rel: platelet dense granule release activity; human platelet-rich plasma, SFLLRN dense granule ATP release, luminescence; inhibition, %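 (compounds screened at 7.5 µM in platelet-rich plasma)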; hit rate 0.22% among 300,000;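 active = mean replicate score, as percent of positive control, at or above 50; inconclusive = mean below 50 but at least one replicate at or above 50; inactive = mean and every replicate below 50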
* hit, by the source's call; i = inactive; ? = inconclusive; / = no result given.

The opening three entries, to show the layout:
SMILES	PolyA inh	TRPC4 act	KCNK9 block	DYRK1A inh	TRPC4 PAM	hERG protect	KCNK3 inh	KCNQ1 block	TRPC4 inh	KCNQ1 pot	Platelet DG rel
CC(=O)Nc1ccc(NC(=O)CNC(=O)COc2ccccc2)cc1	i	i	i	-5	i	-11	i	i	i	i	-6
O=C(c1cccnc1)c1ncc(C(F)(F)F)cc1Cl	i	i	i	-1	i	-14	i	i	i	i	-1
O=C(Nc1ccc(Cl)cn1)c1cccc(S(=O)(=O)N2CCCCC2)c1	i	i	i	30	i	-10	i	i	i	i	2

This part in full (from the top)
SMILES	PolyA inh	TRPC4 act	KCNK9 block	DYRK1A inh	TRPC4 PAM	hERG protect	KCNK3 inh	KCNQ1 block	TRPC4 inh	KCNQ1 pot	Platelet DG rel
CC(=O)Nc1ccc(NC(=O)CNC(=O)COc2ccccc2)cc1	i	i	i	-5	i	-11	i	i	i	i	-6
O=C(c1cccnc1)c1ncc(C(F)(F)F)cc1Cl	i	i	i	-1	i	-14	i	i	i	i	-1
O=C(Nc1ccc(Cl)cn1)c1cccc(S(=O)(=O)N2CCCCC2)c1	i	i	i	30	i	-10	i	i	i	i	2
Cc1cc(=O)oc(C)c1C(=O)Nc1cccc(F)c1	i	i	i	/	i	-10	i	i	i	i	7
CC(c1cccs1)N(C)Cc1nc(CCc2ccccc2)no1 (stereo unspecified)	i	i	i	3	i	-12	i	i	i	i	-2
C=CCc1cccc2cc(C(=O)Nc3ccc(CC(=O)O)cc3)c(=O)oc12	i	i	i	-2	i	-7	i	i	i	i	1
O=C(N/N=C/c1cccc(F)c1)c1cc(-c2ccco2)nc2ccccc12	i	i	i	-6	i	-10	i	i	i	i	0
Cc1cc(NC(=O)c2cc3n(n2)C(C(F)(F)F)CC(c2ccc(Cl)c(Cl)c2)N3)no1 (stereo unspecified)	i	i	i	-3	i	-6	i	i	i	i	-3
CC(=O)c1cccc(Nc2nc(-c3ccccc3)cs2)c1	i	i	i	8	i	-9	i	i	i	i	-5
COc1ccc(/C(O)=C2\C(=O)C(=O)N(CC3CCCO3)C2c2cc(OC)ccc2OC)cc1 (stereo unspecified)	i	i	i	3	i	2	i	i	i	i	-4
C=CCN(c1ccc(C(=O)NCCc2ccccc2)cc1)S(C)(=O)=O	i	i	i	-3	i	-11	i	i	i	i	-2
C=CCN(c1ccccc1)S(=O)(=O)c1cccc(C(=O)OCC(=O)NCCOC)c1	i	i	i	2	i	-3	i	i	i	i	-3
CCN(CC)CCN1C(=O)C(=O)/C(=C(/O)c2c(C)[nH]c(C(=O)OC)c2C)C1c1cccs1 (stereo unspecified)	i	i	i	0	i	-18	i	i	i	i	-3
O=C(COc1ccc2c(-c3ccccc3)cc(=O)oc2c1)N[C@@H](Cc1c[nH]c2ccc(O)cc12)C(=O)O	i	i	i	-10	i	-10	i	i	i	i	-1
CCOc1ccccc1N1CCN(C(=O)c2c(-c3c(F)cccc3Cl)noc2C)CC1	i	i	i	1	i	-10	i	i	i	i	-49
O=C(NCCCN1CCCC1=O)c1cc(-c2cccnc2)nc2ccc(Cl)cc12	i	i	i	/	i	-25	i	i	i	i	20
CC(C)CNC(=S)NC1CC2CCCC(C1)N2Cc1cccs1 (stereo unspecified)	i	i	i	/	i	-8	i	i	i	i	-2
COCC(=O)Nc1cc(C)c2c(=O)oc3ccccc3c2n1	i	i	i	2	i	-7	i	i	i	i	1
O=C1NC(c2cccc(Cl)c2)Oc2ccccc21 (stereo unspecified)	i	i	i	11	i	6.3*	i	i	i	i	-9
COc1ccc(OC)c(NC(=O)COC(=O)COc2c(Cl)cc(Cl)c3ccc(C)nc23)c1	i	i	i	-9	i	-7	i	i	i	i	1
CC(C)(C)N1C(=O)c2ccc(C(=O)Nc3nccs3)cc2C1=O	i	i	i	10	i	-6	i	i	i	i	-20
O=C(c1ccc(S(=O)(=O)N2CCCC2)cc1)N(c1ccccc1)C1C=CS(=O)(=O)C1 (stereo unspecified)	i	i	i	3	i	-2	i	i	i	i	-4
Cc1cccc(NC(=O)COC(=O)c2ccccc2-c2nc3ccccc3s2)c1C	i	i	i	1	i	-5	i	i	i	i	1
CCn1c(C)cc2c(c1=O)C(c1ccncc1)C(C#N)=C(N)O2 (stereo unspecified)	i	i	i	1	i	-10	i	i	i	i	4
CCN1CCc2nc3ccccc3c(C(=O)Nc3ccc(F)cc3)c2C1	i	i	i	-9	i	-19	i	i	i	i	8
Cc1cc(OCC[N+]2(C)CCCCC2)nc2ccccc12	i	i	i	-1	i	-6	i	i	i	i	4
O=C(c1cccc(C(=O)N2CCN(c3ncccn3)CC2)c1)N1CCN(c2ncccn2)CC1	i	i	i	2	i	-5	i	i	i	i	-1
O=C1Cc2ccccc2Sc2ccc(Cl)cc21	i	i	i	3	i	-8	i	i	i	i	?
COc1ccc(C(=O)c2ccc([N+](=O)[O-])cc2)cc1S(=O)(=O)N1CCC(C(=O)O)CC1	i	i	i	0	i	-4	i	i	i	i	2
CC(=O)Nc1ccccc1OC(=O)N1CCOCC1	i	i	i	-4	i	-2	i	i	i	i	-3
CC(=O)N(CC(=O)Nc1sc(C)c(C)c1C(N)=O)Cc1ccccc1	i	i	i	-2	i	-12	i	i	i	i	3
O=C(c1cc(-c2ccc(F)cc2)on1)N1CCCc2ccccc21	i	i	i	-6	i	-12	i	i	i	i	-3
Cc1nc2ccccn2c1C(=O)NCC(C)C	i	i	i	9	i	-10	i	i	i	i	11
CCCCN(C)CCCNC(=O)c1ccc2c(c1)NC(=O)C(N1CCOCC1)S2 (stereo unspecified)	i	i	i	-11	12*	-3	i	i	i	i	-3
CCOC(=O)C1CCN(C(=O)Cn2nc(C)n3cccc3c2=O)CC1	i	i	i	/	i	-5	i	i	i	i	10
COc1ccc(CCNC(=O)CCc2cc(OC)c(OC)c(OC)c2)cc1	i	i	i	-2	i	0	i	i	i	i	3
CCCCCCCCC(=O)N1CCN(c2cc3c(cc2F)c(=O)c(C(=O)O)cn3CC)CC1	i	i	i	-6	i	-6	i	i	i	i	-7
O=C(Nc1ccc(N2CCOCC2)c(Cl)c1)C1CCCCC1	i	i	i	4	i	-15	i	i	i	i	0
CNC(=O)N(C1=NCC(C)(C)S1)c1ccc(F)c(Cl)c1	i	i	i	5	i	-7	i	i	i	i	3
Cc1cc(Br)c(NC(=O)CN(C)CCOc2ccccc2)c(Br)c1	i	i	i	-2	i	-21	i	i	-6*	i	10
O=C(O)/C=C/C(=O)N1CCN(S(=O)(=O)c2cccc(C(F)(F)F)c2)CC1	i	i	i	1	i	-5	i	i	i	i	0
COc1cccc(Oc2ccc(N)cn2)c1	i	i	i	0	i	-11	i	i	i	i	4
CC(C)CC(=O)NC1(C(F)(F)F)C(=O)Nc2c1c(=O)[nH]c(=O)n2Cc1ccco1 (stereo unspecified)	i	i	i	-6	i	2	i	i	i	i	2
CCOc1ccccc1NC(=O)C(C)N1C(=O)c2ccccc2S1(=O)=O (stereo unspecified)	i	i	i	10	i	-12	i	i	i	i	3
C=CCN1C(=O)C(Cc2ccc(OC)cc2)S/C1=N/N=C/c1ccco1 (stereo unspecified)	i	i	i	-4	i	-13	i	i	i	i	-15
FC(F)(F)c1cccnc1N1CCN(c2ncnc3nc[nH]c23)CC1	i	i	i	33	i	-16	i	i	i	i	-13
O=C(CNC(=O)C12CC3CC(CC(C3)C1)C2)N1CCN(S(=O)(=O)/C=C/c2ccccc2)CC1	i	i	i	-3	i	-9	i	i	i	i	0
CCCN1C(=O)/C(=C/C=C2\N(CC)c3ccccc3C2(C)C)SC1=S	i	i	i	-8	i	-12	i	8*	i	i	10
COC(=O)Cc1csc(Nc2c(C)n(C)n(-c3ccccc3)c2=O)n1	i	i	i	-5	i	-4	i	i	i	i	-7
COc1ccc(NS(=O)(=O)Cc2ccccc2Cl)cn1	i	i	i	-5	i	-14	i	i	i	i	-6
COC(=O)[C@H](CCSC)NC(=O)Nc1ccc(OC)cc1OC	i	i	i	3	i	-8	i	i	i	i	9
CN(C)C(=O)c1ccc(Cl)cc1[N+](=O)[O-]	i	i	i	-1	i	-14	i	i	i	i	1
O=C(CSc1nc2ccccc2c(=O)n1CCCC(=O)N1CCCC1)NCc1ccco1	i	i	i	8	i	-11	i	i	i	i	-2
CCn1ncc(Br)c1C(=O)Nc1ncc(C)s1	i	i	i	-8	i	-5	i	i	i	i	9
CC(C)n1c(SCC(=O)NCc2ccco2)nnc1C1CC1	i	i	i	1	i	-7	i	i	i	i	-2
CSc1cccc(NC(=S)N2CCC(N(C)C(C)C)CC2)c1	i	i	i	0	i	-3	i	i	i	i	3
CCOC(=O)c1c[nH]c2nc(C)ccc2c1=O	i	i	i	-2	i	-18	i	i	i	i	-11
CN(C)c1ccc(P(=O)(COc2ccc([N+](=O)[O-])cc2)c2ccc(N(C)C)cc2)cc1	i	i	i	/	i	-9	i	i	i	i	6
c1cncc(-c2csc(-c3cccnc3)n2)c1	i	i	i	86*	i	-3	i	i	i	i	11
C=CCn1c(=O)/c(=C/c2ccc(C)o2)s/c1=C(/C#N)C(=O)c1ccccc1	i	i	i	6	i	-11	i	i	i	i	0

(further entries)
SMILES	PolyA inh	TRPC4 act	KCNK9 block	DYRK1A inh	TRPC4 PAM	hERG protect	KCNK3 inh	KCNQ1 block	TRPC4 inh	KCNQ1 pot	Platelet DG rel
C=CCNC(=O)C1CC(=O)N(c2ccc(OCC(=O)Nc3ccccc3)cc2)C1 (stereo unspecified)	i	i	i	-9	i	-2	i	i	i	i	-2
O=C(Cn1cnc2ccccc21)Nc1ccccc1-c1ccccc1	i	i	i	-1	i	-12	i	i	i	i	1
O=C(Nc1cccc2ccccc12)N1CC=C(c2ccccc2)CC1	i	i	i	0	i	3	i	i	i	i	5
Cc1cccc(Nc2nc(N)c([N+](=O)[O-])c(N3CCC(C)CC3)n2)c1	i	i	i	50*	i	-7	i	i	i	i	-19
CNC(=O)c1ccsc1NC(=O)c1sc2ccccc2c1Cl	i	i	i	0	i	-12	i	i	i	i	13
O=[N+]([O-])c1ccc(C[n+]2cccc3ccccc32)cc1	i	i	i	-2	i	-5	i	i	i	i	0
COc1ccc(-c2cc(-c3ccccc3)nc(-c3ccc4c(c3)NC(=O)CO4)c2)cc1	i	i	i	-2	i	-11	i	i	i	i	17

Only part of the results is shown; rates above refer to the full screens.
